# Source: PubChem
# KB-V1 cytotox = qHTS assay for MDR1-selective chemotherapeutics: Primary screen using the drug-selected MDR subline cells KB-V1; KB-V1 MDR cells viability, CellTiter-Glo, 72 h; Potency, µM (titrated, usually from 46.1 µM), for inactives: at the top dose activity change, negative = cytotoxicity, most hits filed as cytotoxic; 3.4% of 400,000 active; further: potency means the concentration at half of the fitted maximal effect; on the % scale 0 is the no-effect control and ±100 the full control effect; nearly all actives have a fitted effect of over 60% in size
#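 Compound-treated KB-V1 multidrug-resistant cells, 72 h, 37 degrees C; viability by CellTiter-Glo. Fitted qHTS curves give the values.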
# TDP-43 yeast inh = qHTS of TDP-43 Inhibitors | TDP-43 expressing yeast growth rescue, BacTiter-Glo, 24 h | Potency, µM (series often up to 46.1 µM), for inactives: top-dose growth rescue (activation), actives largely listed as activators | 1.8% of 410,000 active | AID 652104, 2013; further: potency means the concentration at half of the fitted maximal effect; % of control where 0% means no effect; nearly all actives have a fitted effect of over 50% in size
#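 Readout is BacTiter-Glo luminescence of cell growth, so inhibitors register as activators. TDP-43-expressing yeast at OD600=0.02 in galactose medium, after raffinose pregrowth to mid-log, were incubated with compound for 24 hr at 30 deg C.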
# GLP1R ag = qHTS of GLP-1 Receptor Agonists; HEK293 GLP-1R CRE-luciferase, luminescence, 4-6 h; cells express a hypersensitive GLP-1R form; Glucagon-like peptide 1 receptor (Homo sapiens), P43220; 0.007% of 380,000 active; AID 624172, 2012; Potency, µM (series often up to 45.6 µM), without a hit: at the highest dose activation, hits mostly activators; further: potency means the concentration at half of the fitted maximal effect; % of control where 0% means no effect
# GLP1R cytotox = qHTS of GLP-1 Receptor Inverse Agonists: Cytotox Screen; 0.13% of 410,000 active; Potency, µM (highest dose often 38.3 µM), for inactives: at the top dose activity change, negative = inhibition, usual class: inhibitors; AID 624418, 2012; HEK293 cAMP-luciferase reporter cells, luminescence, 24 h;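 further: loss of luciferase light is scored as toxicity; potency means the concentration at half of the fitted maximal effect; on the % scale 0 is the no-effect control and ±100 the full control effect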
#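 1536-well qHTS counterscreen of the MLSMR; 200 cells/uL, 12 h pre-incubation, 23 nL cpd, 24 h at 37 deg C 5% CO2, luciferase detection reagent, 12 min RT, luminescence. Inhibition = undesired.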
# D3 ag = qHTS of D3 Dopamine Receptor Agonist: qHTS; D3R DiscoveRx beta-arrestin cells, luminescence, 90 min; AID 652048, 2013; D(3) dopamine receptor (Homo sapiens), P35462; 0.58% of 410,000 active; max activation, %; in the data active means max activation above about 30%; further: 0% is about no effect; mostly tested at two doses, the higher about 12 µM
# Target sequence (P35462 whole entry, looked up): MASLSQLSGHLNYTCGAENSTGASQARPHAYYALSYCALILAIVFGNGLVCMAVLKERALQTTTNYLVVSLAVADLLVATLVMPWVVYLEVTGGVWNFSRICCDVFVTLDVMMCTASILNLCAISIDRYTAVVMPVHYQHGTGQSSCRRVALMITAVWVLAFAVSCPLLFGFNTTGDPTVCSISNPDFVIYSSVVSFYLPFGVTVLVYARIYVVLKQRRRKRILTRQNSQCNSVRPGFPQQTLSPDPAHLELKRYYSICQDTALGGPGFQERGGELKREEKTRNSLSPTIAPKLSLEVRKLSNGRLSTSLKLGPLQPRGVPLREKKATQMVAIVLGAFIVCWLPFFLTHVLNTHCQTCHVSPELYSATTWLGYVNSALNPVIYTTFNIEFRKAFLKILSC
#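 Cells at 1500/well, incubated overnight, then treated with pinned compounds (dopamine as control) for 90 min at 37 degrees C. DiscoveRx reagent added for 30 - 60 minutes at room temperature; luminescence read.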
# DRD3 antagonist = qHTS of D3 Dopamine Receptor Antagonist: qHTS | D(3) dopamine receptor (Homo sapiens), P35462 | D3R cells, DiscoveRx beta-arrestin luminescence, antagonist mode; hits give low values | max response, negative = inhibition, % | 2.5% of 360,000 active; in the data active means max response below about -50%; inconclusive means no clear call, values can overlap the other calls; further: on the % scale 0 is the no-effect control and ±100 the full control effect; mostly tested at two doses, the higher about 12 µM
#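 Cells plated overnight at 1500 cells/well, then exposed to library compounds with dopamine controls for 90 minutes at 37 degrees C. DiscoveRx reagent added for 30–60 minutes at room temperature; luminescence read, quantitative HTS format.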
# PTHR1 ag = qHTS for PTHR1 Agonists: Primary Screen; HEK293 GP2 PTHR1 cells, GloSensor cAMP luminescence, 1 h; Potency, µM (series often up to 115 µM), inactives show at the top dose activation, usual class: activators; 0.075% of 410,000 active; AID 743266, 2014; further: potency means the concentration at half of the fitted maximal effect; nearly all actives have a fitted effect of over 55% in size; some results filed as inactive show a strong effect at the top dose; inactives centre near -15; many of its hits are not listed in these tables
# Target sequence (Q03431 whole entry, looked up): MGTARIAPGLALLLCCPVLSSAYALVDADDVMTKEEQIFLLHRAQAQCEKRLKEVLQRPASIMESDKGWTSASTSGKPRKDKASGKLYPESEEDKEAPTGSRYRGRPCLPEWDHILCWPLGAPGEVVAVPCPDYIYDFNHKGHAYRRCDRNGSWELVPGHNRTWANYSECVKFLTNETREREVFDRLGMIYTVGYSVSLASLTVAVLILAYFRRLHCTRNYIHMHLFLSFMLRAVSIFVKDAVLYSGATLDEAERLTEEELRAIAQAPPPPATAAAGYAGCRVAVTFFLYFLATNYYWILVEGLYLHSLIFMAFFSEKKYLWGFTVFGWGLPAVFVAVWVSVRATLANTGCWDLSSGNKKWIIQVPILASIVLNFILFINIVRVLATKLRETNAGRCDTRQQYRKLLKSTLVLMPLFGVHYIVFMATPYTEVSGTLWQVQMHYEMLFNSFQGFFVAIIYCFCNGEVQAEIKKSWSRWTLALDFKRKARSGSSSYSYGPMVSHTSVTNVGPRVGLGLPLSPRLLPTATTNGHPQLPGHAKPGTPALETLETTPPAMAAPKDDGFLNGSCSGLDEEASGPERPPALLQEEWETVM
#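 HEK-293-derived GP2 cells expressing PTHR1 and a GloSensor cAMP reporter, 3,000/well, plated overnight, given luciferin plus IBMX (each 0.5 mM as added) for 1 h at 37 °C, then compound for 1 h at 37 °C. Luminescence was read after 15 min at room temperature.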
# aSyn rescue = qHTS of alpha-syn Inhibitors; Yeast expressing alpha-synuclein, growth rescue, BacTiter-Glo, 24 h; Potency, µM (doses to about 46.1 µM), for the others: at the top dose growth rescue (activation), most hits filed as activators; 0.14% of 370,000 active; AID 652106, 2013; further: potency means the concentration at half of the fitted maximal effect; % of control where 0% means no effect; nearly all actives have a fitted effect of over 65% in size
#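 Screening used galactose-induced yeast with toxic alpha-synuclein levels, exposed to compound for 24 hr at 30 deg C. Cell growth, read with BacTiter-Glo luminescence, gave the measured signal.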
# GLP1R inv ag = qHTS of GLP-1 Receptor Inverse Agonists (Inhibition Mode) | Glucagon-like peptide 1 receptor (Homo sapiens), P43220 | HEK293 GLP-1R CRE-luciferase, luminescence, 24 h; GLP-1R form is constitutively active | Potency, µM (highest dose often 38.3 µM), inactives show top-dose activity change, negative = inhibition, most hits filed as inhibitors | 1.6% of 410,000 active | AID 624417, 2012; further: potency means the concentration at half of the fitted maximal effect; on the % scale 0 is the no-effect control and ±100 the full control effect; nearly all actives have a fitted effect of over 55% in size
#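 Luminescence readout: a drop in cAMP-driven luciferase signal flags inverse agonism at a constitutively active GLP-1R stably expressed in HEK293. Compound exposure lasted 24 hr at 37 deg C, 5% CO2.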
# An asterisk follows results filed as active; i = inactive; u = inconclusive; x = not tested or not shown; [ ] = dose if it differs, or a comment. Unless noted, the call rests on the fitted dose curve; in most records, active means well fitted curve in the direction sought with a large enough effect; inconclusive means small, poorly fitted or top-dose-only effect, or another doubt; inactive means no such curve, though single readings can be large; an effect the other way counts as inactive or inconclusive. An excerpt; rates above refer to the full screens.
1. COc1cc(/C=C/C(=O)c2ccc(O)cc2)ccc1OCC#N
2. CC(=O)Nc1cccc(/C(C)=N/NC(=O)c2ccc(Cl)cc2Cl)c1
3. Cc1ccc(-c2nnc(SCC#N)n2N)cc1
4. CCNC(=S)NNC(=O)c1ccccn1
5. O=C(NCc1ccccn1)Nc1cc(Cl)ccc1Cl
6. O=C(O)C1CCCN(S(=O)(=O)c2ccc(Br)cc2)C1 (stereo not given)
7. Cc1ccc(S(=O)(=O)N2CCC(=O)N([C@H](COC(=O)Nc3ccccc3)Cc3ccccc3)CC2)cc1
8. OCCN(Cc1ccccc1)CC1CC=CCC1 (stereo not given)
9. N#Cc1cc(-c2ccccc2)cnc1Sc1ccccc1
10. CN(Cc1ccccc1)C(=O)C1CCN(S(=O)(=O)c2cccc3nonc23)CC1

entry no.	1	2	3	4	5	6	7	8	9	10
KB-V1 cytotox	18µM*	-29%	u	12µM*	5%	9%	u	2%	-1%	-18%
TDP-43 yeast inh	-9%	-5%	11%	16%	u	-27%	-9%	-12%	-7%	-18%
GLP1R ag	-11%	1%	-2%	-2%	6%	0%	1%	u	11%	10%
GLP1R cytotox	-2%	-4%	1%	-7%	1%	-10%	3%	-22%	3%	-4%
D3 ag	-7	-2	4	4	-16	6	-10	-7	9	14
DRD3 antagonist	u	2	-14	54	-8	-20	u	-10	27	u
PTHR1 ag	-29%	i	i	-12%	-3%	i	-25%	-18%[57.5 µM]	-7%	-9%
aSyn rescue	1%	0%	-11%	2%	1%	-2%	1%	3%	1%	1%
GLP1R inv ag	u	u	10%	-1%	-28%	0%	-24%	-5%	0%	-6%

11. Cc1ccc(F)cc1NC(=O)CCSc1nc(-c2ccco2)cc(C(F)(F)F)n1
12. COc1ccccc1NC(=O)C1CCCN(S(=O)(=O)c2cnc[nH]2)C1 (stereo not given)
13. CCSc1nccc(-c2nn(-c3ccc(C)cc3)ccc2=O)n1
14. CC(C)c1nnc(SCC(=O)NC(C)(C)C)n1C
15. O=C(CC(=O)NCc1cccnc1)NCc1cccnc1
16. O=C1C2C(C(=O)N1c1ccncc1)C1C=CC2C12CC2 (stereo not given)
17. COc1cc(NC(=O)COc2cc(C)cc3oc(=O)c(C)c(C)c23)cc(OC)c1OC
18. Cc1cc(NC(=O)CSc2nccn2-c2cccc(F)c2)no1
19. CCCCNC(=O)OC1CC2CC1[C@H]1CCCCN1C2=O (stereo not given in full)
20. COc1ccc(C(C)NC(=S)NC2CCCC2)cc1OC (stereo not given)

entry no.	11	12	13	14	15	16	17	18	19	20
KB-V1 cytotox	-19%	0%	2.6µM*	u	5%	1%	-12%	16µM*	-12%	u
TDP-43 yeast inh	0%	19%	11%	-17%	2%	1%	-13%	14%	-5%	8%
GLP1R ag	x	2%	24%	3%	-13%	-7%	-1%	13%	0%	2%
GLP1R cytotox	5%	0%	-43%	1%	1%	-11%	3%	3%	-1%	-6%
D3 ag	6	7	0	-5	3	-12	4	7	0	1
DRD3 antagonist	x	-6	3	-7	-1	-16	12	5	2	5
PTHR1 ag	i	-21%	-4%[57.5 µM]	-5%	i	-6%[57.5 µM]	u	9%	14%	i
aSyn rescue	x	-6%	1%	-3%	-2%	17%	-5%	-10%	-3%	6%
GLP1R inv ag	-20%	-12%	u	26%	6%	11%	59%[activator]	9%	-17%	1%

# Complete entries from above. Screens in order: KB-V1 cytotox | TDP-43 yeast inh | GLP1R ag | GLP1R cytotox | D3 ag | DRD3 antagonist | PTHR1 ag | aSyn rescue | GLP1R inv ag
# Record of Cc1cc(NC(=O)CSc2nccn2-c2cccc(F)c2)no1 : 16µM* | 14% | 13% | 3% | 7 | 5 | 9% | -10% | 9%
# Record of CCSc1nccc(-c2nn(-c3ccc(C)cc3)ccc2=O)n1 : 2.6µM* | 11% | 24% | -43% | 0 | 3 | -4%[57.5 µM] | 1% | u
# Record of COc1ccccc1NC(=O)C1CCCN(S(=O)(=O)c2cnc[nH]2)C1 (stereo not given) : 0% | 19% | 2% | 0% | 7 | -6 | -21% | -6% | -12%
# Record of COc1ccc(C(C)NC(=S)NC2CCCC2)cc1OC (stereo not given) : u | 8% | 2% | -6% | 1 | 5 | i | 6% | 1%
# Record of CC(C)c1nnc(SCC(=O)NC(C)(C)C)n1C : u | -17% | 3% | 1% | -5 | -7 | -5% | -3% | 26%

# The results go on:
21. O=C(CCC1CCCCC1)Nc1c2c(nn1-c1ccc(F)cc1)CS(=O)C2 (stereo not given)
22. COC(=O)c1sc(NC(=O)CSc2nncs2)c(C(=O)OC)c1C
23. NC(=O)CC(c1ccccc1)c1ccco1 (stereo not given)
24. O=C(COC(=O)c1ccccc1NC(=O)c1ccco1)Nc1ccc2c(c1)OC(F)(F)O2
25. COC(=O)c1cc(NC(=O)Nc2ccccc2)ccc1Cl
26. CCOc1ccccc1-c1nc(CN2CCC(C(=O)N3CCOCC3)CC2)c(C)o1
27. Fc1ccccc1-n1cn[nH]c1=S
28. CCCOc1ccc(C(=O)CCC(=O)NNC(=O)Cn2nc(C)cc2C)cc1
29. Cc1c(C)c2cc(Cl)c(OCC(=O)Nc3ccccn3)cc2oc1=O
30. CCOc1ccccc1NC(=O)c1ccc(-n2cncn2)nc1

entry no.	21	22	23	24	25	26	27	28	29	30
KB-V1 cytotox	-1%	-16%	5%	u	u	-12%	-1%	0%	14%	-1%
TDP-43 yeast inh	-5%	21%	13%	12%	u	-16%	2%	13%	2%	-1%
GLP1R ag	-2%	26%	-6%	-18%	-9%	5%	2%	-1%	2%	-2%
GLP1R cytotox	-18%	-3%	8%	-12%	-16%	14%	3%	5%	0%	9%
D3 ag	-4	2	3	1	0	-34	-1	2	2	4
DRD3 antagonist	15	15	5	28	17	-16	-4	-5	-1	3
PTHR1 ag	i	-10%	i	-11%[57.5 µM]	-7%	13%	-4%	i	-10%	i
aSyn rescue	0%	6%	0%	-10%	7%	-18%	-17%	-1%	-3%	-5%
GLP1R inv ag	-22%	67%[activator]	5%	0%	10µM*	-2%	10%	-6%	9%	14%

31. CCOc1ccc(NS(=O)(=O)c2ccc3[nH]cc(C(=O)NC(C)CC)c(=O)c3c2)cc1 (stereo not given)
32. CCOC(=O)c1c(-c2cccs2)csc1NC(=O)COC(=O)c1c(C)noc1C
33. COc1cc(/C=C/C2=NC(=O)C(C)(C)O2)ccc1O
34. Nc1c(C(=O)NC23CC4CC(CC(C4)C2)C3)sc2nc3c(c(C(F)(F)F)c12)CCC3
35. Cc1ccc(NC(=O)c2ccccc2-c2ccc(C(F)(F)F)cc2)cc1S(=O)(=O)N1CCOCC1
36. C=CC[C@H](CC(=O)NCCO)C(=O)NC[C@@H](OC(=O)[C@@H](CC=C)Cc1ccc(F)cc1)c1ccccc1
37. CCN(CC)CCCNc1nc2ccccc2[nH]1
38. CCn1c(CSc2nnc3ccccn23)nc2cc(C(=O)O)ccc21
39. Cn1c(=O)oc2cc(S(=O)(=O)CCC(=O)NCc3ccc(Cl)cc3)ccc21
40. CCOc1ccc(OCCC(=O)OCC(=O)Nc2ccc(N3CCOCC3)cc2)cc1

entry no.	31	32	33	34	35	36	37	38	39	40
KB-V1 cytotox	-21%	21µM*	10%	u	-10%	-3%	-2%	-4%	16%	0%
TDP-43 yeast inh	-14%	13%	-13%	5%	4%	-19%	21%	-9%	17%	0%
GLP1R ag	4%	5%	-6%	2%	10%	6%	5%	-8%	x	-3%
GLP1R cytotox	-13%	11%	0%	4%	3%	0%	5%	-1%	-6%	11%
D3 ag	-2	30	-1	-3	-27	-29	10	4	-1	4
DRD3 antagonist	10	27	2	u	-9	-15	6	10	x	5
PTHR1 ag	i	-11%[57.5 µM]	-2%[57.5 µM]	-28%	i	-23%	-2%	i	i	-21%
aSyn rescue	-3%	5%	-1%	1%	7%	-7%	6%	-4%	x	5%
GLP1R inv ag	u	-4%	-3%	-12%	u	u	-11%	7%	-7%	10%

41. COc1ccc(C)cc1NC(=O)CSc1nc(=O)[nH]c2c1CCCC2
42. O=Cc1c(N2CCN(c3cccc(Cl)c3)CC2)nc2ccccn2c1=O
43. CC1(c2cccc(Br)c2)NC(=O)N(CC(=O)c2ccc3c(c2)OCCO3)C1=O (stereo not given)
44. c1cncc(-c2nnc3n2N=C(c2cccs2)CS3)c1
45. CC(=O)c1ccc(OCC(=O)OCC(=O)c2ccc(S(=O)(=O)N3CCCCC3)cc2)cc1
46. O=S(=O)(NCCOCCNS(=O)(=O)c1ccccc1)c1ccccc1

entry no.	41	42	43	44	45	46
KB-V1 cytotox	x	-23%	1%	-28%	-9%	-3%
TDP-43 yeast inh	4%	16%	-24%	20%	10%	17%
GLP1R ag	x	12%	0%	12%	-4%	-3%
GLP1R cytotox	-1%	-6%	-23%	-9%	5%	2%
D3 ag	6	-5	1	-2	-8	-3
DRD3 antagonist	x	234	12	28	-27	-14
PTHR1 ag	i	i	-4%	-32%	-14%	i
aSyn rescue	x	19%	u	8%	u	8%
GLP1R inv ag	10%	24%	u	0%	3%	7%
